# Growth percent in the NCI-60 one-dose screen (48 h, 10 µM unless noted): 100 = growth as untreated, 0 = no growth, -100 = all killed.
# UO-31: UO-31 renal cancer. actives 5.2% (n = 81,000)
# SF-539: SF-539 CNS cancer. actives 6.8% (n = 81,000). AID 1794752
# 786-0: 786-0 renal cancer cells | actives 5.1% (n = 81,000) | AID 1794775
# PC-3: PC-3 prostate cancer cells. actives 3.9% (n = 80,000)
# SF-295: SF-295 CNS cancer cells; actives 5.6% (n = 79,000)
# DU-145: DU-145 prostate cancer; actives 4.2% (n = 81,000)
# U251: U251 CNS tumor cells | actives 5.4% (n = 80,000) | AID 1794753
# SN12C: SN12C renal cancer cells; actives 3.8% (n = 81,000); AID 1794767
# SF-268: SF-268 CNS cancer cells; AID 1794759; actives 3.1% (n = 82,000)
# Active calls of the source: *; . = no result given; & = joins results of further samples; [ ] = dose if it differs, or a comment. The calls were made as follows: active = growth percent below 10; inactive = the rest.
(1) O=C1/C(=C/c2ccccc2)CN(CCC(=O)N2C/C(=C\c3ccccc3)C(=O)/C(=C/c3ccccc3)C2)C/C1=C\c1ccccc1
(2) CN(C)c1ccc(/C=C/c2nc3ccccc3c(=O)n2CC(=O)Nc2ccccc2)cc1
(3) COc1ccc(/C=N/C2=C(C#N)C(c3ccc([N+](=O)[O-])cc3)c3ccc4ccccc4c3O2)cc1 (stereo unspecified)
(4) O=S(=O)(Cc1ccccc1)CS(=O)(=O)Cc1ccccc1
(5) CCCCOC1=C(OCCCC)C(=O)c2ccccc2C1=O
(6) COc1ccc(-c2nc3sccn3c2-c2cc(-c3cc(OC)c(OC)c(OC)c3)on2)cc1
Assay by compound	1	2	3	4	5	6
DU-145	87.6	42.1	93.7	114.0	108.8	93.3
786-0	73.0	20.1	97.3	104.9	94.6	96.6
SF-268	66.6	57.3	80.2	98.7	99.7	98.2
U251	8.9*	16.5	93.1	110.4	104.0	106.6
PC-3	51.3	67.5	72.4	91.3	93.9	58.9
SF-295	90.7	35.5	89.2	100.8	110.0	109.2
SF-539	90.9	-26.8*	97.2	108.0	104.0	73.7
SN12C	68.3	39.0	91.8	98.8	89.5	105.2
UO-31	47.7	54.3	53.5	86.9	82.2	-60.9*

(7) c1ccc(-c2nnc(Nc3ccc4c(c3)OCCO4)o2)c(NCc2ccncc2)c1
(8) Ic1nc(N=Nc2ccccc2)[nH]c1I
(9) N#CC1=C(N)Oc2c(sc3c(Br)cccc23)C1c1ccc([N+](=O)[O-])cc1 (stereo unspecified)
(10) C=CCn1c(SCC(=O)Nc2ccc(C(=O)/C=C/c3cc(OC)c(OC)c(OC)c3)cc2)nnc1-c1ccc(OC)c(OC)c1
(11) O=[N+]([O-])c1nccn1CCCCCCCCCCCN1CCOCC1
(12) O=C1/C(=N/O)CCCc2ccccc21
Assay by compound	7	8	9	10	11	12
DU-145	-22.0*	100.0	8.8*	96.3	114.4	106.7
786-0	17.1	101.5	10.2	99.2	104.3	105.3
SF-268	14.3	84.0	13.5	95.3	99.2	99.5
U251	20.5	91.9	14.6	94.2	91.7	102.0
PC-3	29.7	91.1	13.6	97.3	79.3	93.6
SF-295	3.7*	98.2	-5.7*	103.1	108.1	87.6
SF-539	-2.9*	99.5	-18.0*	105.4	97.8	114.7
SN12C	27.5	91.0	13.5	105.6	90.5	100.0
UO-31	30.2	83.4	34.6	80.2	75.8	83.9

(13) Cc1ccc(-n2cc(-c3ccccc3)c3c2N=CN2CCN=C32)cc1
(14) CC(C)OC(=O)c1nc(-c2cccc(Cl)c2)nc2ccccc12
(15) O=c1cc(-c2ccccc2)oc2cc(Nc3ccccc3)cc(O)c12
(16) COc1ccc(OC)c(-c2cn3nc(-c4c[nH]c5ccccc45)sc3n2)c1
(17) Cc1ccnc(NS(=O)(=O)c2ccc(Nc3ccnc(SCC(=O)c4ccc(F)cc4)n3)cc2)n1
(18) COc1cc2c(cc1OC)C(C(CCCCCC(CCC(C)C)C1NCCc3cc(OC)c(OC)cc31)CCC(C)C)NCC2 (stereo unspecified)
Assay by compound	13	14	15	16	17	18
DU-145	106.6	104.6	93.7	82.8	105.0	-100.0*
786-0	93.1	101.6	99.5	100.8	105.2	-97.8*
SF-268	87.4	99.7	108.8	85.1	94.3	-95.7*
U251	86.6	101.5	103.2	82.4	99.1	-99.0*
PC-3	78.0	111.4	91.3	69.8	99.8	-92.3*
SF-295	95.9	103.9	94.9	72.3	103.2	-77.5*
SF-539	100.6	104.4	88.6	96.9	98.1	-97.4*
SN12C	92.4	100.6	89.9	85.7	105.8	-85.5*
UO-31	67.0	92.2	113.1	62.6	72.2	-96.3*

(19) CCOC(=O)C1=C(c2ccccc2)N=C2SC3C(=NN(c4ccccc4)C3c3ccc(Br)cc3)N2C1c1ccc(O)cc1 (stereo unspecified)
(20) O=C(CCn1cnc2c(cc(-c3ccccc3)n2-c2ccncc2)c1=O)Nc1ccccc1
(21) NC1N=C(SCC(=O)N2CCN(c3cc4c(cc3F)c(=O)c(C(=O)O)cn4C3CC3)CC2)NC(=O)/C1=C/c1ccc(Cl)cc1 (stereo unspecified)
(22) O=C1CC(=O)N(C(=O)c2nn(-c3ccc(Cl)cc3)cc2O)N1
(23) CCCCC(CC)CN1CN(CC(CC)CCCC)CC(C)(N)C1 (stereo unspecified)
(24) O=C(O)COc1ccc(OCC(=O)O)cc1
Assay by compound	19	20	21	22	23	24
DU-145	101.0	109.9	111.5	46.9	94.0	5.6*
786-0	95.0	91.8	103.5	50.7	98.0&74.6	-9.3*
SF-268	90.8	95.1	96.2	43.3	98.0&91.1	14.2
U251	94.8	101.9	99.8	39.5	100.7&87.9	-0.5*
PC-3	82.6	98.4	95.4	.	75.4&71.7	31.0
SF-295	104.2	90.5	94.4	-7.1*	107.1&93.9	-9.5*
SF-539	101.9	119.6	97.8	39.7	97.6	-0.8*
SN12C	90.2	102.2	99.4	45.1	87.0&90.8	2.6*
UO-31	83.4	88.8	79.0	25.6	68.0&71.3	50.5

(25) COc1ccc(-c2nc3c(nc(C)c4ccc(-c5ccccc5OC)nc43)o2)cc1
(26) COc1ccc2c(c1)C(N1CCCC1=O)CCN2Cc1ccc2c(c1)OCO2 (stereo unspecified)
(27) O=C(OC(=O)c1cccc2ccccc12)c1cccc2ccccc12
(28) CCOC(=O)c1ccc(C)cc1
(29) Cc1ccc(Nc2nc(-c3ccc(O)cc3)nc3n[nH]c(Nc4ccccc4)c23)cc1
(30) O=C(COc1ccc(Cl)cc1Cl)Oc1coc(CSc2nc3ccccc3s2)cc1=O
Assay by compound	25	26	27	28	29	30
DU-145	87.4	113.1	108.0	113.9	53.8	105.8
786-0	87.6	98.6	100.7	101.2	54.6	112.7
SF-268	55.6	106.4	95.4	109.4	51.3	101.7
U251	76.7	95.4	113.0	101.3	58.9	97.3
PC-3	81.3	86.4	87.7	101.2	50.6	106.1
SF-295	88.4	107.3	96.4	109.7	31.6	105.0
SF-539	62.8	99.0	97.3	111.7	37.3	98.6
SN12C	79.4	94.5	90.3	104.9	69.7	92.3
UO-31	83.5	71.6	.	102.4	26.7	.

(31) NS(=O)(=O)c1ccc(CCn2c(=O)c3ccccc3c3ccccc3c2=O)cc1
(32) COc1ccc(-c2nc(-c3cn(C)c4ncccc34)cs2)cc1
(33) NC(=O)c1cccc(Br)c1
(34) O=C(Oc1ccc(-c2cssc2=S)cc1)c1cn(C2CC2)c2cc(N3CCNCC3)c(F)cc2c1=O
(35) CC(=O)NC1=NC(=O)/C(=C/c2ccc(/C=C3/C(=O)N=C(NC(C)=O)N3C)cc2)N1C
(36) Cc1ccc(-c2cc(O)c(C(=O)Nc3ccccc3)s2)cc1
Assay by compound	31	32	33	34	35	36
DU-145	102.1	15.2[100 µM]	121.9	114.4	.	92.0
786-0	96.6	-30.9*[100 µM]	90.2	47.8	106.9	98.4
SF-268	95.6	23.4[100 µM]	102.9	111.5	96.7	84.7
U251	102.2	3.9*[100 µM]	95.6	107.8	102.1	86.1
PC-3	99.8	-28.2*[100 µM]	89.8	102.0	97.4	92.4
SF-295	97.9	-25.5*[100 µM]	158.3	113.0	104.7	104.8
SF-539	99.4	-67.2*[100 µM]	93.2	105.9	108.0	89.3
SN12C	102.5	14.1[100 µM]	90.8	105.5	107.1	93.0
UO-31	85.9	14.4[100 µM]	85.0	88.8	90.3	79.5

# 13 compounds already listed, sorted by number of heavy atoms, highest first.
(21) NC1N=C(SCC(=O)N2CCN(c3cc4c(cc3F)c(=O)c(C(=O)O)cn4C3CC3)CC2)NC(=O)/C1=C/c1ccc(Cl)cc1 (stereo unspecified)
(34) O=C(Oc1ccc(-c2cssc2=S)cc1)c1cn(C2CC2)c2cc(N3CCNCC3)c(F)cc2c1=O
(30) O=C(COc1ccc(Cl)cc1Cl)Oc1coc(CSc2nc3ccccc3s2)cc1=O
(25) COc1ccc(-c2nc3c(nc(C)c4ccc(-c5ccccc5OC)nc43)o2)cc1
(31) NS(=O)(=O)c1ccc(CCn2c(=O)c3ccccc3c3ccccc3c2=O)cc1
(26) COc1ccc2c(c1)C(N1CCCC1=O)CCN2Cc1ccc2c(c1)OCO2 (stereo unspecified)
(27) O=C(OC(=O)c1cccc2ccccc12)c1cccc2ccccc12
(23) CCCCC(CC)CN1CN(CC(CC)CCCC)CC(C)(N)C1 (stereo unspecified)
Assay by compound	21	34	30	25	31	26	27	23
DU-145	111.5	114.4	105.8	87.4	102.1	113.1	108.0	94.0
786-0	103.5	47.8	112.7	87.6	96.6	98.6	100.7	98.0&74.6
SF-268	96.2	111.5	101.7	55.6	95.6	106.4	95.4	98.0&91.1
U251	99.8	107.8	97.3	76.7	102.2	95.4	113.0	100.7&87.9
PC-3	95.4	102.0	106.1	81.3	99.8	86.4	87.7	75.4&71.7
SF-295	94.4	113.0	105.0	88.4	97.9	107.3	96.4	107.1&93.9
SF-539	97.8	105.9	98.6	62.8	99.4	99.0	97.3	97.6
SN12C	99.4	105.5	92.3	79.4	102.5	94.5	90.3	87.0&90.8
UO-31	79.0	88.8	.	83.5	85.9	71.6	.	68.0&71.3

(32) COc1ccc(-c2nc(-c3cn(C)c4ncccc34)cs2)cc1
(22) O=C1CC(=O)N(C(=O)c2nn(-c3ccc(Cl)cc3)cc2O)N1
(24) O=C(O)COc1ccc(OCC(=O)O)cc1
(28) CCOC(=O)c1ccc(C)cc1
(33) NC(=O)c1cccc(Br)c1
Assay by compound	32	22	24	28	33
DU-145	15.2[100 µM]	46.9	5.6*	113.9	121.9
786-0	-30.9*[100 µM]	50.7	-9.3*	101.2	90.2
SF-268	23.4[100 µM]	43.3	14.2	109.4	102.9
U251	3.9*[100 µM]	39.5	-0.5*	101.3	95.6
PC-3	-28.2*[100 µM]	.	31.0	101.2	89.8
SF-295	-25.5*[100 µM]	-7.1*	-9.5*	109.7	158.3
SF-539	-67.2*[100 µM]	39.7	-0.8*	111.7	93.2
SN12C	14.1[100 µM]	45.1	2.6*	104.9	90.8
UO-31	14.4[100 µM]	25.6	50.5	102.4	85.0

# Next part.
(37) COc1ccc(Cn2nc(-c3ccccc3)c3c2CCc2cnoc2-3)cc1OC
(38) CC(=O)c1sc(Nc2nc(O)c(C3=c4cc(F)ccc4=NC3=O)s2)nc1C
(39) CCCC(C)C(C)(C(=O)OCC)C(=O)OCC (stereo unspecified)
(40) N#Cc1nc(-c2cccs2)oc1NCC(c1ccc(Cl)cc1)N1CCCCC1 (stereo unspecified)
(41) Cc1ccc(/C(C#N)=C/c2ccc3c(c2)OCO3)cc1
(42) COc1cccc(/C=C2/C[C@]3(C)[C@H]4CC[C@@H]5[C@@H](/C(C)=C\CC=C(C)C)CC[C@@]5(C)[C@]4(C)CC[C@H]3C(C)(C)C2=O)c1
Assay by compound	37	38	39	40	41	42
DU-145	89.1	101.6	.	92.6	98.1	104.3
786-0	97.1	118.6	102.3	94.0	103.7	99.7
SF-268	88.5	97.3	105.4	93.0	87.7	96.8
U251	83.2	108.8	100.9	100.9	63.2	95.5
PC-3	71.2	82.7	100.0	88.0	81.9	97.2
SF-295	64.6	113.9	113.3	99.9	109.8	103.0
SF-539	96.9	109.7	99.6	98.0	91.1	101.0
SN12C	76.7	99.6	103.2	97.4	90.6	97.2
UO-31	61.9	84.4	85.6	74.2	64.3	92.2

(43) COC12NC(=O)N(C)C1(OC)C(=O)N(C)C(=O)N2C (stereo unspecified)
(44) CCOC(=O)c1nn(C2CCCCO2)c2ccc(NC(=O)CSc3nc(C)cc(C)n3)cc12 (stereo unspecified)
(45) CCCn1c(=S)sc2c(NCc3ccc(Cl)cc3Cl)nc(C)nc21
(46) CC(C)CC1NC(=O)C(CCCCN)NC(=O)C(CCCCN)NC(=O)C(Cc2ccccc2)NC(=O)C(CCCCN)NC(=O)C(CC(C)C)NC(=O)C(CC(N)=O)NC(=O)C(C(C)C)NC(=O)C(CC(C)C)NC(=O)C(CCCCN)NC(=O)C(CCCCN)NC(=O)C(Cc2ccccc2)NC1=O (stereo unspecified)
(47) CCN1C(=O)N(CC)C2C1N=C(SC)N2/N=C/C=C/c1ccccc1OC (stereo unspecified)
(48) COc1ccccc1S(=O)(=O)Nc1ccc2c3c(cc(NCCC4CCN(C)CC4)nc13)C(=O)N2C
(49) Nc1nc(N)c(N)c(=O)[nH]1
(50) CCOC(=O)c1cc(C(=O)c2ccc(OC)c(OC)c2)n2ccc(/C=C/c3cc[n+](CC(=O)c4ccc(OC)c(OC)c4)cc3)cc12
(51) CCOC(=O)CN(Cc1ccccc1)c1c(NC2CCCCC2)oc(=O)c2ccccc12
Assay by compound	43	44	45	46	47	48	49	50	51
DU-145	127.6	95.8	120.7	104.0	5.6*	95.9	113.4	96.3	104.8
786-0	104.6	91.5	89.6	79.2	14.5	62.9	102.1	.	102.9
SF-268	118.9	82.6	100.8	86.4	23.5	90.3	104.3	99.5	103.4
U251	108.5	85.7	100.3	77.8	16.1	85.4	99.1	95.5	90.0
PC-3	109.9	98.7	84.1	72.8	18.4	80.0	95.2	92.8	80.9
SF-295	97.9	99.9	105.3	88.7	10.6	84.1	104.8	102.0	97.6
SF-539	116.7	92.8	91.3	91.3	-4.9*	79.6	94.6	87.3	.
SN12C	104.4	80.1	116.4	89.3	26.5	79.0	100.5	86.8	93.5
UO-31	84.9	54.4	86.9	64.6	41.8	86.2	86.2	82.7	106.6

# High-throughput results deposited in PubChem by NCI.
